Assay outcomes (PubChem BioAssay)
SK-BR-3 tox 24h – SK-BR-3 proliferation inhibitors; SK-BR-3 viability, CellTiter-Glo ATP luminescence, 24 h; active compounds read low; viability, % at 10 µM; 41,000 compounds, 0.47% hits; AID 847;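 active = viability at or below the median of all test compounds minus 3 SD, in both replicates if run twice, cut at about 45% in these data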;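 also: 100% = median untreated cell wells and 0% = median positive control drug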
Numbers without * were called inactive.

canonical_smiles	SK-BR-3 tox 24h
COc1ccc(OC)c(-c2cc(C(=O)Nc3c(C)nn(Cc4ccccc4C)c3C)no2)c1	110
O=C1c2ccccc2C(O)(Cc2ccccc2)N1Cc1ccco1 (configuration not stated)	100
Cc1cc(NC(=O)c2ccc3c(c2)C(=O)N(C2CCCCC2)C3=O)no1	104
CCOC(=O)c1ccc2c(c1)nc(SCc1cn3ccsc3n1)n2CC	97
Cc1csc(NC(=O)c2ccccc2O)n1	73
O=C(NCCN1CCOCC1)Nc1ccc(Cl)cc1Cl	93
C=COCCNC(=O)Nc1ccc(Cl)cc1Cl	85
COc1ccc(C2CC(c3ccc(OC)cc3)n3nc(NC(=O)c4ccco4)nc3N2)cc1 (configuration not stated)	110
CCCOc1ccccc1C1NC(=O)NC(C)=C1C(=O)OCCOC(C)C (configuration not stated)	110
CCOc1ccc(NC(=O)Cn2nnc(-c3ccccc3NC(=O)C3CC3)n2)cc1	98
CN(C)c1ccc(NC(=O)CN2CCC(C(=O)c3ccc(F)cc3)CC2)cc1	73
Cc1ccc(S(=O)(=O)N2CCN(C(=O)CN3CCc4ccccc4C3)CC2)cc1	53
Cc1ccc(-n2[nH]c(C)c(/C=N/c3ccccn3)c2=O)cc1	88
O=C(CSc1nnc(Cc2cc(=O)[nH]c(=O)[nH]2)n1-c1ccccc1)N1CCCC1	95
COc1ccc(CC(=O)NC(C)c2nnc(SCc3nc4ccccc4c(=O)[nH]3)n2C)cc1 (configuration not stated)	93
Cc1cc(C)c(C)c(S(=O)(=O)NCc2cccnc2)c1C	84
Cc1cc2oc(=O)cc(Cn3ccnc3)c2cc1C	96
O=S(=O)(c1ccc2c(c1)OCCO2)N1CCC(c2nc3ccc(Cl)cc3[nH]2)CC1	86
CCCc1cc(-n2ccnc2C)n2c(nc3ccccc32)c1C#N	93
O=C(NC1CC2CCCC(C1)N2CC(=O)N1CCCc2ccccc21)C1CCCCC1 (configuration not stated)	90
O=C(COC(=O)c1ccc(Br)o1)Nc1nc2ccccc2s1	106
Cc1ccc2cc(CN(C(=O)c3cccnc3)C(C)C)c(=O)[nH]c2c1	88
CC12C(=O)N(c3nccs3)C(=O)C1C1C=CC2C1 (configuration not stated)	96
CC(C)Oc1ccccc1C1CC(=O)Nc2cc3c(cc21)OCO3 (configuration not stated)	81
CCOC(=O)c1ccc(NC(=O)CCC(=O)OC)cc1	107
Cc1cccc(OCc2nnc(SCC(=O)Nc3cc(C)on3)n2C)c1	81
Cc1ccc(S(=O)(=O)N2CCOCC2)cc1C(=O)O	96
CSc1nsc(SCC(=O)N2CCN(c3ccccc3)CC2)n1	78
CCCCC(=O)Nc1cc(N(C)C)nc2ccccc12	107
O=C1CCC(=O)N1CN(C(=O)c1ccco1)c1ccc(Cl)c(Cl)c1	81
N#CCCn1ncn(-c2ccccc2)c1=S	79
COc1ccc(-c2cc(C(F)(F)F)nc(SCCC(=O)Nc3cc(C)on3)n2)cc1	72
COC(=O)c1sc(NC(=O)c2cc3c(s2)CCCC3)nc1C	76
O=C(Nc1ccc(N2CCCCC2)cc1)c1ccc(F)cc1	80
CC(Sc1nc(N2CCOCC2)nc(N2CCOCC2)n1)C(=O)Nc1ccccc1 (configuration not stated)	82
CC1(C)Cc2nc3sc4c(SCC(=O)NCc5ccco5)ncnc4c3cc2CO1	88
CCOC(=O)CCSc1nc2c(c(C(F)(F)F)c1C#N)CCC2	78
CCCN(C(=O)Cc1nc(N)n[nH]1)C1(C(=O)Nc2c(C)cccc2C)CCCCC1	88
COc1ccc(C2=[N+]([O-])C(C)(C)N(O)C2(C)C)cc1	79
CC(=O)c1cccc(NC(=O)C2CCN(S(=O)(=O)c3ccc(F)cc3)CC2)c1	86
COc1cc2[nH]c3c(=O)n(CCN(C(C)C)C(C)C)cnc3c2cc1OC	92
CCC(Sc1nc(C)cc(=O)[nH]1)C(=O)Nc1nnc(C)s1 (configuration not stated)	89
CCOC(=O)c1cnn2c(C(F)F)cc(C3CC3)nc12	98
Cn1cc(Br)c(C(=O)NC2CCCCC2)n1	117
CC(NC(=O)c1ccc(Cl)cc1)C(=O)NC1=NCCS1 (configuration not stated)	118

Of the compounds above, three contain a cyano group:
canonical_smiles	SK-BR-3 tox 24h
CCCc1cc(-n2ccnc2C)n2c(nc3ccccc32)c1C#N	93
N#CCCn1ncn(-c2ccccc2)c1=S	79
CCOC(=O)CCSc1nc2c(c(C(F)(F)F)c1C#N)CCC2	78

New compounds follow.
canonical_smiles	SK-BR-3 tox 24h
Cn1c2c(c(=O)n(C)c1=O)CN(Cc1ccc3c(c1)OCO3)CN2	81
CSc1nsc(SC)c1C(=O)NCCNS(=O)(=O)c1ccc(C)cc1	99
COCCCn1c(SCC(=O)Nc2cccc(C)n2)nnc1-c1ccco1	52
CCc1sc(C(=O)NCc2cc(C)n(C)n2)cc1Br	91
CCOC(=O)NC(Nc1sc2c(c1C(N)=O)CCCC2)(C(=O)OCC)C(F)(F)F (configuration not stated)	81
O=C(NCc1ccc(F)cc1)C1CC(=O)N(CCc2ccccc2)C1 (configuration not stated)	98
CCCCOC(=O)CSc1nnc(-c2ccc(Cl)cc2Cl)o1	100
O=C1CCC2CCCCC2(O)O1 (configuration not stated)	104
CCc1cccc2c(=O)c(C(=O)N3CCCCCC3)c[nH]c12	101
COC(=O)c1oc2nc(C)cc(C)c2c1N	109
Cc1nnc(N(Cc2ccco2)C(=O)c2cccc(C#N)c2)s1	108
CC(C)NC(=O)Cn1c(SCC(=O)N2CCCc3ccccc32)nc2ccccc21	89
COc1ccc(Br)cc1C(=O)Nc1ccc(O)cc1	106
COC(=O)c1ccc(OCc2nc(N)nc(N3CCOCC3)n2)cc1	103
COc1cc(C(=O)NCCc2ccc(S(N)(=O)=O)cc2)cc(OC)c1OC	104

Of the compounds above, these have bromine.
canonical_smiles	SK-BR-3 tox 24h
O=C(COC(=O)c1ccc(Br)o1)Nc1nc2ccccc2s1	106
Cn1cc(Br)c(C(=O)NC2CCCCC2)n1	117
CCc1sc(C(=O)NCc2cc(C)n(C)n2)cc1Br	91
COc1ccc(Br)cc1C(=O)Nc1ccc(O)cc1	106

(list continues)
canonical_smiles	SK-BR-3 tox 24h
CN1CCN(S(=O)(=O)c2ccc(-c3ccc(S(=O)(=O)N4CCN(C)CC4)cc3)cc2)CC1	86
COc1cccc(N(CC(=O)NC(C)(C)C)C(=O)C2CSC(=O)C2)c1 (configuration not stated)	107
CCN(CCNC(=O)c1cccc(N2CCCC2=O)c1)c1ccccc1	72
COc1ccc(C)cc1NC(=O)CN1CCN(c2ccc(F)cc2)CC1	75
CC1=C(C(=O)OCc2ccccc2)C(c2ccco2)C2=C(CC(C)(C)CC2=O)N1 (configuration not stated)	81
COC(=O)Cc1[nH]nc2c1C(c1cccc(OC)c1OC)C(C#N)=C(N)O2 (configuration not stated)	98
COc1ccc(N(CC(=O)N2CCN(C)CC2)S(=O)(=O)c2ccccc2)cc1OC	90
O=C(Nc1cccc2c1CCCC2)C1CCN(c2nnnn2-c2ccccc2)CC1	79
CC(C)(C)N=C1SCC(C)(/C=N/O)S1 (configuration not stated)	91
CCOc1ccc(-c2nc(C#N)c(NC3CC3)o2)cc1	123
CC(C)(C)NC(=O)CN(Cc1cccs1)C(=O)c1csnn1	92
Cc1ccc(Cn2c(NCCc3ccccc3)nc3c2c(=O)n(C)c(=O)n3C)cc1	87
Cc1ccc(C)c(NS(=O)(=O)c2c(C)ccc3nsnc23)c1	94
CC(Nc1cc(=O)n(C)c(=O)[nH]1)c1ccccc1 (configuration not stated)	94
COc1ccccc1CC(=O)N1CCN(c2cccc(C(F)(F)F)c2)CC1	111

Shown as labelled records: 3 of the compounds above.
CN1CCN(S(=O)(=O)c2ccc(-c3ccc(S(=O)(=O)N4CCN(C)CC4)cc3)cc2)CC1
  SK-BR-3 tox 24h: 86

COc1ccc(C)cc1NC(=O)CN1CCN(c2ccc(F)cc2)CC1
  SK-BR-3 tox 24h: 75

CC1=C(C(=O)OCc2ccccc2)C(c2ccco2)C2=C(CC(C)(C)CC2=O)N1 (configuration not stated)
  SK-BR-3 tox 24h: 81

(list continues)
canonical_smiles	SK-BR-3 tox 24h
O=C(c1ccc2c3c(cccc13)CC2)N1CCN(c2ncccn2)CC1	84
COc1cc(NS(=O)(=O)c2ccc(C)cc2)c2ncccc2c1	77
CC1=Nn2c(nnc2-c2ccccc2)SC1	87
CCOC(=O)CNc1c(-c2ccc(O)cc2)nc2ccc(Cl)cn12	94
CC(C)NC(=O)c1ccccc1NC(=O)c1ccccc1N(C)S(C)(=O)=O	100
O=C(c1cccc(-c2nnc(-c3ccccc3)o2)c1)N1CCCCC1	92
CCNC(=O)C1CC(=O)N(Cc2ccc3c(c2)OCO3)C(=Nc2ccc(OCC)cc2)S1 (configuration not stated)	77
Cc1cc(N2CCCC2=O)c(N)cc1N	94
CCOc1ccc2ccccc2c1C(=O)N1CCN(c2ccccc2)CC1	74
O=C(NCCN1CCN(c2ccccc2)CC1)C1CCN(S(=O)(=O)c2cccc3nonc23)CC1	100
CC(=O)N(Cc1ccccc1)c1ccc(C(=O)O)cc1	82
COC(=O)c1ccc(C2/C(=C(\O)c3ccc(OC)c(C)c3)C(=O)C(=O)N2c2cc(C)on2)cc1 (configuration not stated)	77
Cc1ccc(CN2C(=O)CCC2C(=O)NCc2ccc3c(c2)OCO3)cc1 (configuration not stated)	84
COc1ccc(C2c3c(oc4ccccc4c3=O)C(=O)N2Cc2ccncc2)cc1OC (configuration not stated)	99
Cn1cnc(S(=O)(=O)Nc2ccc(C(F)(F)F)cc2)c1	101

(next part)
Structure	SK-BR-3 tox 24h
C=CCN1C(=O)C(CC(=O)NCC)SC1=Nc1ccc(S(N)(=O)=O)cc1 (configuration not stated)	97
CCNc1nc(Oc2ccccc2)nc(OC(C)C(=O)OCC)n1 (configuration not stated)	94
COC(=O)Nc1cc(C(F)(F)F)ccc1N1CCN(c2ccccc2)CC1	100
O=C(O)CCC(=O)Nc1ccccc1N1CCOCC1	81
Cc1ccccc1C(=O)N1CCN(c2ccc(NC(=O)c3ccco3)cc2Cl)CC1	99
O=C(c1ccco1)N1CCN(C(=O)C2CC(c3ccc(Cl)c(Cl)c3)=NO2)CC1 (configuration not stated)	78
Cn1nc(C(=O)NCc2cccnc2)c2ccccc2c1=O	95
COc1nc(-c2ccc(C)cc2)ccc1-c1noc(-c2cccnc2)n1	64
O=C(NC1CCCC1)C(c1ccccc1F)N(C(=O)c1ccco1)C1CCCC1 (configuration not stated)	84
Cc1cc(C(F)(F)F)c(C#N)c(SCC(=O)NC(C)(C)C)n1	114
O=S(=O)(c1ccc(Oc2ccc(S(=O)(=O)N3CCOCC3)cc2)cc1)N1CCOCC1	112
CCCCCOC(=O)Cn1c(N2CCOCC2)nc2c1c(=O)[nH]c(=O)n2C	77
COCC(=O)Nc1nc(-c2ccccc2)ns1	86
Fc1ccc2[nH]c3c(N4CCN(c5ccccc5)CC4)ncnc3c2c1	75
Cc1nc(S(=O)(=O)N2CCOCC2)c(C#N)c(C)c1Cl	113
CC1(C)CC(=O)C=C(Nc2ccccc2O)C1	149
CN1CCN(S(=O)(=O)c2ccc(NC(=O)c3ccc(Br)s3)cc2)CC1	96
COC(=O)C1=C(C)NC(=O)NC1c1cn(-c2ccccc2)nc1-c1cccs1 (configuration not stated)	103
O=C1c2oc3ccc(Cl)cc3c(=O)c2C(c2cccnc2)N1Cc1ccco1 (configuration not stated)	92
CC(C)OCCCNc1ncnc2c1cnn2-c1ccccc1	135
Cc1ccc(Nc2nc(C(=O)N3CCC(C(=O)N4CCN(C)CC4)CC3)cs2)cc1	50
CC(=O)OCC(=O)[C@@]1(O)CC[C@H]2[C@@H]3CCC4=CC(=O)CC[C@]4(C)[C@H]3C(=O)C[C@@]21C	89
Cc1cc(C)nc(N2CCCC(C(=O)Nc3ccc4c(c3)OCCO4)C2)n1 (configuration not stated)	117
C/C=C/Cn1c(Br)nc2c1c(=O)[nH]c(=O)n2C	115
CC1Cc2ccccc2N1C(=O)CSc1nnc2n1C(C)(C)Cc1ccccc1-2 (configuration not stated)	94

Next part, overlapping the part above by two compounds.
Structure	SK-BR-3 tox 24h
C/C=C/Cn1c(Br)nc2c1c(=O)[nH]c(=O)n2C	115
CC1Cc2ccccc2N1C(=O)CSc1nnc2n1C(C)(C)Cc1ccccc1-2 (configuration not stated)	94
C/C(=N\O)C1(C)N(O)C(C)(C)C(c2ccc(Br)cc2)=[N+]1[O-] (configuration not stated)	130
Cc1cc(NC(=O)CCOc2ccccc2)no1	77
CCCn1c2ccccc2c2nnc(SCC(=O)Nc3ncccn3)nc21	86
CC(C)C(c1nnnn1C1CCCC1)N1CCN(C(=O)c2ccco2)CC1 (configuration not stated)	95
CCC(C)NS(=O)(=O)c1cccs1 (configuration not stated)	87
Cc1cccc(C)c1NC(=O)CSCCO	107
CCCc1cc(=O)n2[nH]c(CCc3ccccc3)nc2n1	93
O=c1[nH]c(=O)n(CCO)c2nnn(Cc3ccccc3)c12	76
CCN(CC)C(=O)C1CCN(Cc2ccc(Br)cc2)CC1	71
COc1cc(OC)c(C2C(C(=O)Nc3ccccc3)=C(C)Nc3ncnn32)cc1OC (configuration not stated)	93
CCOc1ccc2[nH]c(C)c(CN3CCCCC3)c(=O)c2c1	73
Cc1scc(C(=O)Nc2ccon2)c1-c1ccccc1	101
Cc1ccc2c(NC(=O)C3CC3)cccc2n1	95
CC1CCN(Cc2nc3c(c(=O)n(C)c(=O)n3C)n2CCc2ccccc2)CC1	82
Cc1cccc(C(=O)NC2CC3CCCC(C2)N3C(=O)NC2CCCCC2)c1 (configuration not stated)	86

This is a subset (hit frequency here may not be typical).
